# Screens deposited in PubChem BioAssay by several laboratories.
# West Nile virus CPE: West Nile virus antiviral activity, cell-based, CPE readout (AID 1621); West Nile virus-infected cells, CPE inhibition; higher % means a stronger effect; CPE inhibition, % at 10 µM; hits with a dose series show IC50 in µM; 0.02% of 290,000 active; in the data active = a potency from the dose series; inconclusive = CPE inhibition mostly from about 3.7% at the one dose, without a potency; inactive = the rest, 99 in 100 with CPE inhibition below about 2.2%; also: strong numbers were not always called active
# b-catenin transl: beta-catenin nuclear translocation modulation | HeLa beta-catenin nuclear translocation, immunofluorescence imaging | nuclear translocation activity, % at 5 µM | 0.3% of 190,000 active;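 active = nuclear translocation activity above 50% at 5 µM, with a well cell count of 50 or more; inconclusive = wells under 50 cells across six images, flagged as toxic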;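 also: per-cell ratio of nuclear to cytoplasmic median beta-catenin stain intensity; plate controls were DMSO negative control for no effect and GSK-3 inhibitor IX positive control for full effect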
#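 Read-out: Nuclear/cytoplasmic beta-catenin signal ratio, % activation | Assay system: Human HeLa cell line | Times: 24 h compound exposure at 37°C, 5% CO2 | Signal: Fluorescence imaging of beta-catenin antibody stain plus DAPI | Dosing: 5 µM primary, 0.02–20 µM confirmation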
# Lipid droplet: modulators of hepatic lipid droplet formation. AML12 mouse hepatocytes, oleate lipid droplets, BODIPY imaging. inhibition, % at 6.5 µM. 0.4% of 240,000 active;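 active = lipid droplet intensity inhibited by at least 50%, with more than 500 cells counted; inconclusive = wells with under 300 cells, treated as cytotoxic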
#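 Test system: AML12 mouse liver cells; schedule: overnight exposure; technique: high-content imaging of BODIPY-stained droplets and DAPI nuclei; read-out: % inhibition of corrected integrated BODIPY droplet signal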
# WT yeast gro inh: growth inhibition of WT yeast, mitochondrial fusion screen. mitochondrial fusion phenotypic screen, WT strain. inhibition, % at 10 µM. 2.1% of 190,000 active. AID 1362; in the data active = inhibition above about 58%; tested in S. cerevisiae
# Ins promoter up: MIN6 insulin promoter up-regulation; MIN6 insulin promoter-GFP reporter, high-content imaging; hits give high values; AID 1625; z-score at 5 µM; 0.3% of 190,000 active;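 active = z-score above 3 at 5 µM with at least 500 cells counted in the well; inconclusive = wells under 500 cells, flagged as cytotoxic or low count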
# Autophagy HCS: modulators of autophagy; MEF GFP-LC3 puncta imaging; test concentration mostly 10 µM; calls only at 10 µM (by protocol); 0.98% of 190,000 active;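 active = percentage of spot-positive cells more than 3 SD above its plate mean, without a fluorescence outlier flag or 80% toxicity; inconclusive = no clear call, values can overlap the other calls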;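 also: spot-positive cell cutoff set from DMSO-treated cells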
# T cell HTS: T cell immune modulators affecting CD8 T cell-vesicle binding; 2C CD8+ T cell-vesicle binding, flow cytometry; hits give low values; calls only at 7 µM; 0.068% of 330,000 active;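 active = response, share of CD8 T cells binding vesicles, and their 90th percentile fluorescence all below set limits, cut at about 80% in these data, passing the limit was not always enough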
#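 Also added: QL9-peptide-loaded Drosophila micro-vesicles bearing Ld, ICAM-1 and B7-1; Test system: purified 2C TCR transgenic mouse naive CD8+ T cells; Measured by: cytometric PE anti-B7-1 and Alexa647 anti-CD8 signals after 1% paraformaldehyde fixation; Timing: binding step 1.5 h, 37 °C, antibody labelling 20 min, ice.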
# Myeloid diff 2: myeloid differentiation induction | ER-HoxA9 myeloid progenitors, lysozyme-GFP differentiation, flow cytometry | calls only at 10 µM | 1% of 360,000 active | AID 624256;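 active = normalized GFP-positive differentiation at or above the plate's own cutoff, the solvent-only control mean plus 3 SD; inconclusive = no clear call, values can overlap the other calls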;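 also: cells exposed to compound for four days before flow analysis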
# MT stabilize HCS: microtubule stabilizers in HeLa cells; HeLa tubulin immunostaining HCS, 24 h; share of cells brighter than vehicle mean+2SD; 0.83% of 200,000 active; % tubulin-high responders, % at 10 µM;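 active = plate Z-score above 3 for both tubulin-high and condensed-nucleus cell shares, with cell loss under 80%, at 10 µM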;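 also: anti alpha tubulin signal scored within the nucleus-defined area of each cell; some results filed as inactive read as strong as hits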
# WT yeast gro inh mutant strain: also measured in WT yeast gro inh; calls as there; inhibition, %; mitochondrial fusion phenotypic screen, mutant strain inhibition
# Ins promoter up cell count: recorded beside Ins promoter up, whose call it bears; cell count; measured here: cytotoxicity, nuclei count;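 total cells summed across four imaged fields per well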
# Lipid droplet cells 6.5 µM: recorded beside Lipid droplet, whose call it bears; cell count; measured here: cell count, cytotoxicity flag;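 cells counted across two imaged fields per well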
# b-catenin transl cell count 5 µM: also measured in b-catenin transl; calls as there; cell count; measured here: cell count, cytotoxicity flag
# T cell HTS vesicle-bound %: further read-out of T cell HTS, marked with its call; double positive events, %; measured here: CD8+ vesicle-bound cell fraction;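 binding gate set so that unloaded-vesicle control wells show 10% double positive cells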
# MT stabilize HCS Hoechst-high %: second read-out of MT stabilize HCS, no call of its own (marks repeat the call); % Hoechst-high responders; measured here: nuclear condensation Hoechst responders;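 share of cells brighter than vehicle mean plus two SD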
# MT stabilize HCS cytotoxicity %: also measured in MT stabilize HCS; calls as there; toxicity, %; measured here: cytotoxicity by cell density;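 0% = mean cell density of plate MIN control wells and 100% = no cells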
# Autophagy HCS cell loss 18 h: also measured in Autophagy HCS; calls as there; toxicity, %; measured here: cell loss, nuclei count;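 cell loss after 18 h compound exposure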
# Myeloid diff 2 GFP+ MAC1+ %: second read-out of Myeloid diff 2, no call of its own (marks repeat the call); GFP+ MAC1+ double positive, %; measured here: differentiation confirmed by MAC1 staining
# The depositor's hits bear a star; i = inactive; ? = inconclusive; . = not tested or not shown.
canonical_smiles	West Nile virus CPE	b-catenin transl	b-catenin transl cell count 5 µM	Lipid droplet	Lipid droplet cells 6.5 µM	WT yeast gro inh	WT yeast gro inh mutant strain	Ins promoter up	Ins promoter up cell count	Autophagy HCS	Autophagy HCS cell loss 18 h	T cell HTS	T cell HTS vesicle-bound %	Myeloid diff 2	Myeloid diff 2 GFP+ MAC1+ %	MT stabilize HCS	MT stabilize HCS Hoechst-high %	MT stabilize HCS cytotoxicity %
CCC(=O)c1ccc(OCC(=O)OCC(=O)Nc2sccc2C(N)=O)cc1	0.5%	-0.7	1014	16	677	-1	-6	1.3	1293	i	31	i	33	.	.	1.5	1.8	2.1
COCCN(Cc1cc2cc3c(cc2nc1Cl)OCO3)C(=O)Nc1ccc(OC)cc1	-0.4%	0.7	908	-3	698	-11	-29	0.12	1344	i	-3	i	22	i	0.6	2.5	1.7	6.4
CC(C)OC(=O)c1ccc(NC(=O)c2cncc(Br)c2)cc1	0.1%	2.0	995	-6	653	11	-3	0.03	1572	i	7	i	22	i	0.3	1.8	2.0	2.1
CNC(=O)OCc1cccc(COC(=O)NC)n1	0.2%	-4.3	1049	.	.	13	13	.	.	i	-2	i	51	i	0.6	3.0	1.2	6.9
O=C(NCCC1=CCCCC1)C1CCCN(S(=O)(=O)c2ccccc2)C1 (stereo unspecified)	-0.7%	.	.	-26	664	9	-4	.	.	i	5	i	13	i	7.1	3.2	0.9	5.0
Cc1ccccc1NC(=O)CSCCO	0.1%	0.1	1011	-10	613	17	-5	0.93	1790	i	6	i	17	i	1.4	2.9	1.9	4.4
COC(=O)c1cccc(NC(=O)C23CC4CC(C2)CC(n2cncn2)(C4)C3)c1	0.8%	0.9	464	22	783	-10	-3	.	.	i	-5	i	9	i	0.3	3.4	1.6	0.3
Nc1ccc2oc3ccc(N)cc3c(=O)c2c1	0.1%	-13	1160	20	822	.	.	.	.	i	-6	i	42	i	1.0	1.8	0.8	12

# Of the compounds above, two have a halogen.
canonical_smiles	West Nile virus CPE	b-catenin transl	b-catenin transl cell count 5 µM	Lipid droplet	Lipid droplet cells 6.5 µM	WT yeast gro inh	WT yeast gro inh mutant strain	Ins promoter up	Ins promoter up cell count	Autophagy HCS	Autophagy HCS cell loss 18 h	T cell HTS	T cell HTS vesicle-bound %	Myeloid diff 2	Myeloid diff 2 GFP+ MAC1+ %	MT stabilize HCS	MT stabilize HCS Hoechst-high %	MT stabilize HCS cytotoxicity %
COCCN(Cc1cc2cc3c(cc2nc1Cl)OCO3)C(=O)Nc1ccc(OC)cc1	-0.4%	0.7	908	-3	698	-11	-29	0.12	1344	i	-3	i	22	i	0.6	2.5	1.7	6.4
CC(C)OC(=O)c1ccc(NC(=O)c2cncc(Br)c2)cc1	0.1%	2.0	995	-6	653	11	-3	0.03	1572	i	7	i	22	i	0.3	1.8	2.0	2.1

# Remaining list, next part
canonical_smiles	West Nile virus CPE	b-catenin transl	b-catenin transl cell count 5 µM	Lipid droplet	Lipid droplet cells 6.5 µM	WT yeast gro inh	WT yeast gro inh mutant strain	Ins promoter up	Ins promoter up cell count	Autophagy HCS	Autophagy HCS cell loss 18 h	T cell HTS	T cell HTS vesicle-bound %	Myeloid diff 2	Myeloid diff 2 GFP+ MAC1+ %	MT stabilize HCS	MT stabilize HCS Hoechst-high %	MT stabilize HCS cytotoxicity %
Cc1cc(-c2n[nH]c(=S)n2-c2ccccc2)nn1C	0.5%	-4.1	1115	-6	562	7	9	0.39	1514	i	3	i	56	i	0.4	1.9	2.0	5.3
COc1ccc(C(=O)NNC(=S)NC(=O)C(C)(C)C)cc1	-2.1%	-1.9	917	-6	614	48	28	-0.24	1674	i	-5	i	31	i	0.2	2.1	1.3	4.1
Nc1ncnc2c1cnn2C1CCCCC1	0.2%	-6.9	1276	-2	746	.	.	-0.62	1450	.	.	i	27	i	1.4	.	.	.
COC(=O)c1ccc(S(=O)(=O)N2CCN(C(c3ccccc3)c3ccccc3)CC2)n1C	-0.1%	2.1	1313	-7	718	.	.	-0.51	880	.	.	i	44	.	.	.	.	.
Cc1nn(-c2ccccc2)nc1C(=O)NNC(=O)c1ccc(C(F)(F)F)cc1	-0.3%	0.0	1399	29	721	.	.	0.67	1048	.	.	i	2	i	0.9	.	.	.
CC1=C(C(=O)NCCCOC(C)C)C2(CCC(C)CC2)OC1=O (stereo unspecified)	-0.3%	-2.8	1173	-4	642	-3	1	0.69	1916	i	15	i	32	i	2.1	3.3	3.0	8.9
COc1ccc(Nc2nc(N3CCCC3)c3ccccc3n2)cc1	?	0.1	949	-11	721	-19	-3	?	.	i	1	i	4	i	1.4	3.8	4.1	12
Cc1cc(=O)oc2cc(OC(C)C(=O)NCc3ccccn3)ccc12 (stereo unspecified)	0.1%	.	.	-7	758	.	.	.	.	.	.	i	9	i	1.3	.	.	.
Cc1ccc(CNC(=O)c2ccccc2NS(=O)(=O)c2ccc(Cl)nc2)cc1	-0.5%	.	.	-1	781	.	.	.	.	.	.	i	28	i	3.4	.	.	.
O=[N+]([O-])c1ccc2c(c1)c(-c1ccccc1)nc1nncn12	0.4%	0.2	1083	15	643	-9	3	-0.86	1355	i	4	.	.	i	0.2	3.9	2.4	9.6
CS(=O)(=O)N(CC(=O)NN=C1CCCCCC1)c1ccc(Oc2ccccc2)cc1	-0.1%	0.8	1066	3	702	7	9	.	.	i	-12	i	29	i	0.0	4.0	1.2	2.7
Cc1cc(C)cc(N(CC(=O)NCCSCc2ccccc2)S(C)(=O)=O)c1	-0.7%	0.3	1534	14	572	-7	-23	.	.	i	5	i	38	i	0.1	0.6	1.2	3.5
CC(C)(C)NC(=O)CSc1nnc(NC(=O)CCn2cnc3ccccc3c2=O)s1	0.3%	.	.	-5	712	1	12	.	.	i	-4	i	18	i	0.4	3.5	2.1	4.9
COCC1CCCCN1C(=O)c1ccc2nc(Cc3ccc(OC)c(OC)c3)oc2c1 (stereo unspecified)	-1.7%	.	.	5	636	.	.	.	.	.	.	i	64	i	1.3	.	.	.
Cc1ccc(CN2CCCC(C(=O)N3CCCC3)C2)cc1 (stereo unspecified)	-0.8%	.	.	4	853	.	.	.	.	.	.	i	48	i	0.2	.	.	.
O=C(COc1ccccc1)N=C1SC2CS(=O)(=O)CC2N1CCc1ccccc1 (stereo unspecified)	-0.1%	.	.	-2	751	.	.	.	.	.	.	i	23	i	1.2	.	.	.
CCN(C(=O)c1ccco1)c1nnc(-c2cccnc2)s1	0.1%	.	.	-9	746	.	.	.	.	.	.	i	14	i	3.9	.	.	.
C=CCn1c(NC(=O)c2ccccc2)nc2ccccc21	-1.9%	.	.	-3	841	.	.	.	.	.	.	i	54	i	1.2	.	.	.
CN1C(=O)CSc2ccc(NC(=O)NCc3ccco3)cc21	0.3%	-2.9	1087	-5	680	8	8	0.64	871	i	3	i	35	i	1.9	1.9	2.4	8.8
COc1cc(C)nc(NC(=O)NC(=O)c2ccc(C(F)(F)F)cc2)n1	-0.8%	.	.	-2	764	.	.	.	.	.	.	i	50	i	2.6	.	.	.
FC(F)(F)c1cccc(NC(=S)N2CCCC2)c1	-0.6%	.	.	-2	760	.	.	.	.	.	.	i	54	i	0.7	.	.	.
COC(=O)[C@H](Cc1ccccc1)NC(=O)[C@@]1(C)C[C@@H]1[C@@H](NC(=O)OCc1ccccc1)c1ccccc1	-0.1%	-2.4	567	.	.	32	-16	-0.12	1234	i	31	i	33	i	0.6	2.8	2.2	8.6
Cc1cc(C)n(CC(=O)NCc2cc(-c3nn(C)c(=O)c4ccccc34)ccc2C)n1	-0.2%	3.4	1150	-3	740	-15	-1	-0.94	1238	i	-7	i	33	i	1.1	3.7	2.4	4.5
Nc1cc(N)nc(SCC(=O)NNC(=O)Cc2ccccc2)n1	0.2%	0.3	1091	3	692	9	7	1.2	1363	i	-9	i	45	i	0.4	4.2	2.7	11
CCOc1ccc(C(=O)OCC(=O)NCCNC(=O)COC(=O)c2ccc(OCC)cc2)cc1	-0.1%	.	.	-34	813	.	.	.	.	.	.	i	16	i	0.4	.	.	.
CCOc1ccc(C(=O)NCC(=O)N2CCC3(CC2)NCCc2[nH]cnc23)cc1	-0.3%	.	.	22	692	.	.	.	.	.	.	i	22	i	2.4	.	.	.
O=C(Nc1ccccc1Cl)NC1(C(=O)NCC2CCCO2)CCCCC1 (stereo unspecified)	-0.3%	.	.	7	757	.	.	.	.	.	.	i	42	i	2.2	.	.	.
Cc1cc(-c2ccccc2)nc(N(C)N)c1S(C)(=O)=O	0.2%	-2.8	1117	4	653	9	-20	-0.33	1266	i	4	i	37	i	0.2	2.4	1.7	5.7
Nc1ccccc1SC1CC(=O)N(c2ccc3c(c2)OCO3)C1=O (stereo unspecified)	-0.2%	-0.9	1389	15	640	.	.	0.74	1028	.	.	i	60	i	0.3	.	.	.
Cc1[nH][nH]c(=O)c1C(c1ccc(O)c(Br)c1)c1c(C)[nH][nH]c1=O	0.2%	.	.	1	796	.	.	.	.	.	.	i	59	i	0.6	.	.	.
Cc1cccc(S(=O)(=O)Nc2ccncc2)c1	-0.1%	.	.	-6	808	.	.	.	.	.	.	i	29	i	1.1	.	.	.
CC(C)N1CC2=C(OC(N)=C(C#N)C2c2cccnc2)/C(=C/c2cccnc2)C1 (stereo unspecified)	-0.1%	-4.7	932	.	.	-8	-7	0.47	1222	i	24	i	32	i	0.3	2.9	2.1	1.5
NNC(=O)CCCNc1ncc(C(F)(F)F)cc1Cl	0.2%	-5.0	1153	-2	702	6	6	0.28	1296	i	-3	i	24	i	0.1	4.3	2.3	8.4
CCCOC1CCCN(C(=O)c2cc(Cl)c(Cl)cc2C(=O)O)C1 (stereo unspecified)	-0.7%	-2.1	845	.	.	7	8	.	.	i	10	i	54	i	0.7	1.4	2.1	8.5
